TcdB inh: inhibitors of Clostridioides difficile toxin B glycohydrolase. inhibition, % at 9.99 µM. 350,000 compounds, 0.24% hits. TcdB glycohydrolase enzymatic assay, plate reader. P18177; in the data active means inhibition above about 10%
Active calls of the source: *; & = joins results of further samples. Only part of the results is shown, so the mix of outcomes need not match the whole.

molecule | TcdB inh
COc1ccc(S(=O)(=O)N[C@@H]2CC[C@@H](CCn3cc(-c4cccc(F)c4)nn3)O[C@@H]2CO)cc1 | -0.1
C[C@@H]1CCCCO[C@@H](CN(C)C(=O)CCC(F)(F)F)[C@@H](C)CN([C@@H](C)CO)C(=O)c2cc(NS(=O)(=O)c3ccc(F)cc3)ccc2O1 | 1.5
O=C(c1cccnc1)N1C[C@H]2[C@@H](c3ccccc31)[C@H](CO)N2C(=O)Nc1ccccc1Cl | 0.8
O=C(C[C@H]1C[C@H]2c3cc(NC(=O)NC4CCCC4)ccc3O[C@H]2[C@H](CO)O1)NCCN1CCCCC1 | 0.8
CC(=O)NC[C@@H]1[C@@H](c2ccc(-c3ccccc3F)cc2)[C@@H](CO)N1C(C)=O | 0.7
C[C@@H]1CN([C@@H](C)CO)C(=O)c2cccc(NC(=O)Nc3ccc(F)cc3)c2O[C@H]1CN(C)Cc1ccc(C(F)(F)F)cc1 | -0.8
O=C(C[C@@H]1C[C@@H]2c3cc(NC(=O)C4CCOCC4)ccc3O[C@@H]2[C@@H](CO)O1)NCc1cccnc1 | 0.4
CN(C)c1ccc2c(c1)[C@H]1C[C@H](CC(=O)O)O[C@H](CO)[C@H]1O2 | -43
C[C@@H]1CN([C@H](C)CO)C(=O)c2cccc(NC(=O)c3cnccn3)c2O[C@H]1CN(C)S(=O)(=O)c1cccs1 | 0.1
C[C@@H]1CN([C@H](C)CO)C(=O)c2cc(NS(C)(=O)=O)ccc2O[C@@H]1CN(C)C(=O)Nc1ccc(C(F)(F)F)cc1 | 0.2
O=C(C[C@H]1C=C[C@H](NC(=O)C2CCOCC2)[C@H](CO)O1)Nc1nccs1 | 0.0
COc1ccc2c3c(n(C)c2c1)[C@H](CO)N(CC1CC1)CC31CCN(C(=O)CN2CCOCC2)CC1 | -0.3
COc1cccc(S(=O)(=O)N(C)C[C@H]2OCc3ccccc3-c3ccccc3C(=O)N([C@@H](C)CO)C[C@H]2C)c1 | 1.4
O=C(C[C@H]1CC[C@H]2[C@@H](COC[C@@H](O)CN2S(=O)(=O)c2cccc(F)c2)O1)NCc1ccc2c(c1)OCO2 | -0.4
C[C@@H]1CN([C@@H](C)CO)C(=O)c2cc(NS(=O)(=O)c3ccccc3)ccc2O[C@@H](C)CCCCO[C@@H]1CN(C)C(=O)Nc1ccccc1 | -0.6
O=C(c1ccccc1)N1CC(=O)N2[C@H](CO)[C@@H](c3ccc(C#CC4CC4)cc3)[C@H]2C1 | 0.4
C[C@@H](NC(=O)[C@@H]1N[C@@H]2c3ccc(C4=CCCC4)c(=O)n3C[C@@H]2[C@H]1CO)c1ccccc1 | -0.2
C[C@@H]1CN([C@@H](C)CO)C(=O)c2cc(Br)cnc2O[C@@H]1CN(C)C(=O)NC1CCCC1 | 1.5
O=C(C[C@H]1CC[C@@H]2[C@H](COC[C@H](O)CN2C(=O)c2cccnc2)O1)NCc1ccc(-c2ccccc2)cc1 | -0.8
C[C@H](CO)N1C[C@H](C)[C@H](CN(C)S(=O)(=O)c2ccc(Cl)cc2)OCCCC[C@H](C)Oc2ccc(NC(=O)Nc3cccc4ccccc34)cc2C1=O | -0.1
C[C@H](O)C#Cc1ccc2c(c1)O[C@@H](CN(C)C(=O)C1CC1)[C@H](C)CN([C@@H](C)CO)S2(=O)=O | 0.3
C[C@@H]1CN([C@H](C)CO)C(=O)c2cccc(NS(=O)(=O)c3ccc(Cl)cc3)c2O[C@@H]1CN(C)C(=O)Nc1ccc2c(c1)OCO2 | 1.4
Cc1cccc(CN(C)C[C@@H]2OCc3cnnn3CCCC(=O)N([C@H](C)CO)C[C@@H]2C)c1 | -1.4
C[C@H]1CN([C@@H](C)CO)C(=O)c2cc(-c3ccncc3)cnc2O[C@@H]1CN(C)Cc1ccc(F)cc1 | 0.4
O=C(Nc1cccc(F)c1)N1C[C@@H]2[C@H](c3ccccc31)[C@H](CO)N2C(=O)Cc1ccccc1 | -5.8

Quoted at random: 3 compounds from above, in no set order.
molecule | TcdB inh
O=C(C[C@@H]1C[C@@H]2c3cc(NC(=O)C4CCOCC4)ccc3O[C@@H]2[C@@H](CO)O1)NCc1cccnc1 | 0.4
C[C@H](O)C#Cc1ccc2c(c1)O[C@@H](CN(C)C(=O)C1CC1)[C@H](C)CN([C@@H](C)CO)S2(=O)=O | 0.3
C[C@@H]1CN([C@H](C)CO)C(=O)c2cccc(NC(=O)c3cnccn3)c2O[C@H]1CN(C)S(=O)(=O)c1cccs1 | 0.1

Next part
molecule | TcdB inh
C/C=C/c1ccc2c(c1)O[C@H](CN(C)C)[C@H](C)CN([C@@H](C)CO)S2(=O)=O | 0.7
CC(=O)N1[C@@H]2c3cccc(=O)n3C[C@H]1[C@H](CO)[C@H]2C(=O)NCC1CCCCC1 | 1.0
CC(=O)N1CC2(C1)[C@H](c1ccc(-c3ccc(F)cc3)cc1)[C@@H](CO)N2C(C)=O | 0.5
C[C@H]1CN([C@@H](C)CO)C(=O)Cc2cc(NS(=O)(=O)c3ccccc3)ccc2O[C@H]1CN(C)S(C)(=O)=O | -0.1
COc1ccc(S(=O)(=O)N(C)C[C@@H]2Oc3ccc(NC(=O)Cc4cn(C)c5ccccc45)cc3CC(=O)N([C@@H](C)CO)C[C@H]2C)cc1 | -0.5
C[C@H](CO)N1C[C@H](C)[C@@H](CN(C)Cc2ccncc2)Oc2ncc(C#Cc3cccnc3)cc2C1=O | -0.7
C[C@@H]1CN([C@H](C)CO)C(=O)c2c(c3ccccc3n2C)-c2ccccc2CO[C@H]1CN(C)Cc1cccc2c1OCCCO2 | 1.8
O=C(C[C@@H]1C=C[C@H](NC(=O)C2CC2)[C@H](CO)O1)NCC1CC1 | 2.0
COc1cccc(S(=O)(=O)N(C)C[C@@H]2Oc3ncc(-c4cccc(C(=O)N(C)C)c4)cc3C(=O)N([C@H](C)CO)C[C@H]2C)c1 | -0.6
C[C@H](CO)N1C[C@H](C)[C@H](CN(C)CC2CCOCC2)Oc2cc(C#Cc3cccnc3)ccc2S1(=O)=O | 0.4
CCCNC(=O)Nc1ccc2c(c1)C(=O)N(C)C[C@H](OC)[C@H](C)CN[C@H](C)CO2 | -1.6
O=C(C[C@@H]1C[C@@H]2c3cc(NC(=O)NC4CCCCC4)ccc3O[C@@H]2[C@H](CO)O1)NCc1ccccc1 | -0.3
COc1ccc(CN(C)C[C@H]2Oc3c(NC(=O)Nc4c(C)noc4C)cccc3C(=O)N([C@H](C)CO)C[C@H]2C)cc1 | -0.5
COc1cccc(-c2ccc([C@H]3[C@@H](CO)N4C(=O)CN(C(=O)c5ccncc5)C[C@@H]34)cc2)c1 | 0.3
C[C@@H]1CN([C@@H](C)CO)C(=O)c2cc(NC(=O)Nc3ccc(F)cc3)ccc2O[C@@H](C)CCCCO[C@@H]1CN(C)S(=O)(=O)c1ccc(Cl)cc1 | 1.3
C[C@@H]1CCCCO[C@H](CN(C)C(=O)Nc2cccc3ccccc23)[C@@H](C)CN([C@H](C)CO)C(=O)c2cc(NC(=O)Nc3ccc(C(F)(F)F)cc3)ccc2O1 | 0.1
C[C@H](CO)N1C[C@H](C)[C@@H](CN(C)C(=O)c2ccncc2)OCCCC[C@H](C)Oc2ccc(NS(=O)(=O)c3ccc(Cl)cc3)cc2C1=O | -1.1
C[C@@H]1CN([C@@H](C)CO)C(=O)c2cc(NC(=O)Cn3cnnn3)ccc2O[C@@H]1CN(C)C | 0.6
CC(C)NC(=O)Nc1cccc2c1O[C@@H](CN(C)Cc1ccc3c(c1)OCO3)[C@H](C)CN([C@@H](C)CO)C2=O | 0.4
N#Cc1cccc(-c2ccc(C3[C@H]4CNC[C@@H]3N4C(=O)Nc3ccccc3F)cc2)c1 (stereo partly specified) | 1.2&0.1
C[C@H](CO)N1C[C@H](C)[C@@H](CN(C)C(=O)Nc2ccccc2)Oc2c(NS(=O)(=O)c3ccc(Cl)cc3)cccc2C1=O | -2.5
O=C(c1ccccc1F)N1CC(=O)N2[C@@H](CO)[C@H](c3ccc(C#Cc4ccc(F)cc4)cc3)[C@@H]2C1 | -0.1
Cc1ccc(-c2ccc3c(c2)O[C@H](CN(C)C(=O)CN(C)C)[C@H](C)CN([C@@H](C)CO)S3(=O)=O)cc1 | -6.9
C[C@H]1CN([C@@H](C)CO)S(=O)(=O)c2ccc(C#Cc3cccnc3)cc2O[C@@H]1CN(C)C | 1.7
COCC(=O)N1C[C@@H]2[C@H](c3ccccc31)[C@H](CO)N2C(=O)Nc1ccccc1Cl | 0.3

Shown field by field: entries from further up
SMILES: COc1cccc(-c2ccc([C@H]3[C@@H](CO)N4C(=O)CN(C(=O)c5ccncc5)C[C@@H]34)cc2)c1
  TcdB inh: 0.3
SMILES: C[C@@H]1CN([C@@H](C)CO)C(=O)c2cc(NC(=O)Nc3ccc(F)cc3)ccc2O[C@@H](C)CCCCO[C@@H]1CN(C)S(=O)(=O)c1ccc(Cl)cc1
  TcdB inh: 1.3

The list goes on:
molecule | TcdB inh
CS(=O)(=O)Nc1ccc2c(c1)[C@@H]1C[C@@H](CC(=O)NCC3CC3)O[C@H](CO)[C@@H]1O2 | 0.1
C[C@@H]1CN([C@@H](C)CO)C(=O)c2cc(NC(=O)Nc3cccc4ccccc34)ccc2O[C@H]1CN(C)C(=O)Nc1ccc2c(c1)OCO2 | -0.5
C[C@@H]1CN([C@H](C)CO)S(=O)(=O)c2ccc(C#CC3CC3)cc2O[C@@H]1CN(C)C(=O)c1cccnc1 | 0.4
CCNC(=O)Nc1ccc2c(c1)C(=O)N(C)[C@@H]1CC[C@H](CC(=O)NC3CCCCC3)O[C@H]1CO2 | -2.2
CC(C)NC(=O)N(C)C[C@@H]1Oc2cc(C#CCN(C)C)ccc2S(=O)(=O)N([C@@H](C)CO)C[C@@H]1C | -0.3
COc1ccccc1-c1ccc2c(c1)[C@@H]1[C@@H](CCN1C(=O)C1CC1)[C@H](CO)N2 | 6.5
C[C@H]1CN([C@@H](C)CO)S(=O)(=O)c2ccc(-c3ccncc3)cc2O[C@@H]1CN(C)C(=O)Nc1ccc(F)cc1 | 0.2
Cc1noc(C)c1NC(=O)Nc1ccc2c(c1)CC(=O)N([C@H](C)CO)C[C@H](C)[C@H](CN(C)C(=O)Nc1ccc(C(F)(F)F)cc1)O2 | -0.2
C[C@H](CO)N1C[C@H](C)[C@@H](CN(C)C(=O)Nc2ccc(C(F)(F)F)cc2)Oc2ccc(NC(=O)Cn3cnnn3)cc2CC1=O | -6.5
CCC(=O)N(C)C[C@H]1Oc2cc(C#Cc3cccnc3)ccc2S(=O)(=O)N([C@@H](C)CO)C[C@H]1C | 0.6
C[C@H](CO)N1C[C@H](C)[C@H](CN(C)Cc2ccccc2)Oc2c(NC(=O)c3ccncc3)cccc2C1=O | -0.9
COc1cccc(-c2cccc(-c3nc(C(=O)O)cc4c3[C@@H](CCO)N(S(=O)C(C)(C)C)C4)c2)c1 (stereo partly specified) | -0.2
C[C@H](CO)N1C[C@H](C)[C@@H](CN(C)Cc2ccc3c(c2)OCO3)Oc2ccc(NC(=O)Nc3ccc(C(F)(F)F)cc3)cc2C1=O | 0.1
C[C@@H]1CN([C@H](C)CO)C(=O)c2cc(NC(=O)Nc3ccc(C(F)(F)F)cc3)ccc2O[C@H]1CN(C)Cc1ccc2c(c1)OCO2 | 0.0
C/C=C/c1cnc2c(c1)C(=O)N([C@@H](C)CO)C[C@H](C)[C@H](CN(C)Cc1ccncc1)O2 | 0.3
CC(C)CC#Cc1cnc2c(c1)C(=O)N([C@H](C)CO)C[C@@H](C)[C@@H](CN(C)C(=O)Cc1ccccc1)O2 | 1.9
O=C(Nc1ccc(F)cc1)N[C@@H]1CC[C@H](CC(=O)N2CCOCC2)O[C@@H]1CO | 0.6
CO[C@@H]1CN(C)C(=O)c2cc(NS(C)(=O)=O)ccc2OC[C@H](C)N(CCC(F)(F)F)C[C@H]1C | 0.7
C[C@H](CO)N1C[C@H](C)[C@H](CN(C)Cc2ccccc2)Oc2ncc(C#Cc3ccccc3)cc2C1=O | 0.1
O=C(C[C@@H]1C[C@H]2c3cc(NC(=O)NC4CCCCC4)ccc3O[C@H]2[C@@H](CO)O1)NC1CCCCC1 | 0.0
COC(=O)C[C@H]1CC[C@H]2NC[C@H](O)COC[C@@H]2O1 | -1.2
O=C(Cc1ccccn1)N1CC(=O)N2[C@H](C1)[C@@H](c1ccc(C#CC3CC3)cc1)[C@@H]2CO | 0.8
CCC(=O)N1CC(=O)N2[C@H](CO)[C@@H](c3ccc(-c4ccc(C(=O)N(C)C)cc4)cc3)[C@H]2C1 | 1.6
CCC(=O)N[C@H]1CC[C@@H](CC(=O)NCc2ccccc2F)O[C@H]1CO | -1.3
C[C@@H]1CN([C@@H](C)CO)C(=O)c2cc(NC(=O)CCCCCC(=O)Nc3ccccc3N)ccc2O[C@H]1CN(C)S(C)(=O)=O | -0.4

Of the compounds above, 2 contain two or more sulfur atoms.
molecule | TcdB inh
C[C@@H]1CN([C@H](C)CO)C(=O)c2cccc(NC(=O)c3cnccn3)c2O[C@H]1CN(C)S(=O)(=O)c1cccs1 | 0.1
C[C@H]1CN([C@@H](C)CO)C(=O)Cc2cc(NS(=O)(=O)c3ccccc3)ccc2O[C@H]1CN(C)S(C)(=O)=O | -0.1

New compounds follow
molecule | TcdB inh
CNC[C@H]1Oc2cc(C#CC3(O)CCCC3)ccc2S(=O)(=O)N([C@@H](C)CO)C[C@H]1C | 1.1
O=C(C[C@H]1CC[C@H](NC(=O)Nc2ccc(C(F)(F)F)cc2)[C@H](CO)O1)NCc1cc(F)cc(F)c1 | -1.2
C/C=C/c1ccc([C@@H]2[C@H](CO)N3C(=O)CN(Cc4ccc(C(=O)OC)cc4)C[C@@H]23)cc1 | -0.5
CCCN1[C@@H]2c3ccc(-c4cccnc4)c(=O)n3C[C@@H]2[C@@H](CO)[C@@H]1C(=O)NC1CCC1 | 0.1
O=C(Cc1cccnc1)N1CC2(C1)[C@H](c1ccccc1)[C@@H](CO)N2C(=O)C1CCC1 | 0.3
C[C@H](CO)N1C[C@H](C)[C@H](CN(C)S(=O)(=O)c2ccccc2F)OCc2ccccc2-c2ccccc2C1=O | 0.5
C[C@H]1CN([C@@H](C)CO)S(=O)(=O)c2ccc(C#Cc3ccccc3)cc2O[C@H]1CN(C)CC1CC1 | 0.4

Looked up above:
Reading for `CNC[C@H]1Oc2cc(C#CC3(O)CCCC3)ccc2S(=O)(=O)N([C@@H](C)CO)C[C@H]1C` under TcdB inh: 1.1
Reading for `CCCN1[C@@H]2c3ccc(-c4cccnc4)c(=O)n3C[C@@H]2[C@@H](CO)[C@@H]1C(=O)NC1CCC1` under TcdB inh: 0.1
Reading for `O=C(Cc1cccnc1)N1CC2(C1)[C@H](c1ccccc1)[C@@H](CO)N2C(=O)C1CCC1` under TcdB inh: 0.3

Screens from PubChem.
